Bioassay records from PubChem.
GAA spleen mod: lysosomal alpha-glucosidase (human) modulation. AID 2112. 0.006% of 240,000 active. human spleen homogenate, 4-MU-alpha-glucoside fluorescence. Potency, µM (highest dose often 79.9 µM), inactives show top-dose activity change, negative = inhibition, most hits filed as inhibitors;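 further: 0% = enzyme with vehicle and -100% = no enzyme basal signal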
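Human spleen homogenate (1 ug) incubated with compounds and 1 mM 4-methylumbelliferyl-alpha-D-glucopyranoside in pH 5.0 citrate/phosphate buffer, 37 C, 40 min. Stopped at pH 10; 4-MU fluorescence (Ex 365/Em 440 nm); AC50 by Hill fit.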
Tau fibril FP: tau fibrillization inhibition (FP). K18 P301L tau heparin fibrillization, Alexa594 FP, 6 h. AID 1468. 0.39% of 280,000 active. Potency, µM (top dose mostly 57.7 µM), for inactives: at the top dose activity, negative = inhibition, most hits filed as inhibitors. P10636; further: on the % scale 0 is the no-effect control and ±100 the full control effect; nearly all actives have a fitted effect of over 55% in size
Target sequence (P10636 561-689 P618L limits assumed): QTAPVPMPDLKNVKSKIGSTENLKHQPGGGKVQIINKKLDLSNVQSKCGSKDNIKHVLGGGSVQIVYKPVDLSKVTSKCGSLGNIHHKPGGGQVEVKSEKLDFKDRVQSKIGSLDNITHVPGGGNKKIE
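Human K18 P301L fragment (15 uM unlabeled plus 0.24 uM Alexa 594-labeled) in 100 mM sodium acetate pH 7 with compound, aggregation induced by 20 uM heparin for 6 hr at 37 C. ThT (30 uM) added for 1 hr, then Alexa 594 FP read.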
HTT ATP protect: protects HTT-Q103 PC12 cells, measured by ATP; PC12 HTT-Q103 induced, cytoprotection, ATP luminescence, 40 h; AID 1471; Potency, µM (top dose mostly 56.4 µM), without a hit: cytoprotection (ATP increase), hits mostly activators; 0.14% of 230,000 active;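 further: % of control where 0% means no effect; nearly all actives have a fitted effect of over 45% in size; toxic huntingtin expression switched on by the ecdysone agonist tebufenozide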
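PC12 cells stably carrying ecdysone-inducible Htt exon 1 (Q103)–GFP were induced with 100 nM tebufenozide (final) alongside library compounds in a dose series. Cytoprotection was scored as retained ATP by ATPlite luminescence.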
aGal spleen mod: inhibitors or activators of human alpha-galactosidase in spleen homogenate; P06280; human spleen homogenate, 4MU-alpha-Gal fluorescence, 40 min; Potency, µM (titrated, usually from 80 µM), inactives show at the top dose activity change, negative = inhibition, usual class: inhibitors; 0.008% of 240,000 active; AID 2107;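 further: 0% = enzyme with vehicle and -100% = no enzyme basal signal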
Target sequence (P06280 32-429 limits assumed): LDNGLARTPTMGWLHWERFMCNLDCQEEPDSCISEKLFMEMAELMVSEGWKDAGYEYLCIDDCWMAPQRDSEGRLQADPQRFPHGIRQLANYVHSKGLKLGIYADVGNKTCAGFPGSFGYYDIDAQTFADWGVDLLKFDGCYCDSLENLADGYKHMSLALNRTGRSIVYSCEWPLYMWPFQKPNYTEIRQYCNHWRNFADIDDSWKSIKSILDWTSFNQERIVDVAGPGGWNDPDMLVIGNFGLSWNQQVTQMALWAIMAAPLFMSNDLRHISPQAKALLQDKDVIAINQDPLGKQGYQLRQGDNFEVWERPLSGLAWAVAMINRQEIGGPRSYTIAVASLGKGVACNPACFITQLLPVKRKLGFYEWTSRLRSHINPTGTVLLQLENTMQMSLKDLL
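Spleen homogenate 1 ug + cpd (titration) + 4-MU-alpha-D-galactopyranoside 1 mM; 37C 40 min; 50 mM citrate/phosphate pH 5.0, 0.01% Tween-20; stop pH 10; fluorescence 365/440; AC50 via Hill.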
Tau ThT inhib: tau fibrillization inhibition (ThT binding); AID 1460; Potency, µM (series often up to 57.4 µM), inactives show at the highest dose activity, negative = inhibition, hits mostly inhibitors; recombinant tau K18 P301L, heparin-induced fibrillization, ThT fluorescence; P10636; 2.1% of 270,000 active; further: on the % scale 0 is the no-effect control and ±100 the full control effect; nearly all actives have a fitted effect of over 55% in size
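In this qHTS, human K18 P301L tau is incubated with compound and heparin for 6 hr at 37 C, and Thioflavin T fluorescence then reports fibril load.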
GAA glycogen: alters human alpha-glucosidase cleavage of glycogen; P10253; recombinant GAA, glycogen substrate, Amplex Red glucose oxidase fluorescence; Potency, µM (series often up to 76.4 µM), for inactives: at the top dose activity change, negative = inhibition, most hits filed as inhibitors; 0.38% of 300,000 active;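 further: 0% = full enzyme reaction and -100% = no-enzyme basal signal; the screen sought inhibitors and activators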
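qHTS, 1536-well; enzyme 4 nM final; cpd up to 77 uM; substrate bovine liver glycogen 30 ug; 50 mM citrate/phosphate pH 5.0, 0.01% Tween-20; 37 C, 40 min; Amplex Red detection 45 min RT; Hill fit → AC50.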
Tau fluor counter: counter-screen for tau fibril formation inhibitors; tau K18 P301L (four-repeat tau fragment) Alexa594 fluorescence, heparin fibrillization; Potency, µM (titrated, usually from 57.7 µM), without a hit: top-dose activity change, negative = decrease; 0.93% of 280,000 active; further: on the % scale 0 is the no-effect control and ±100 the full control effect; nearly all actives have a fitted effect of over 55% in size
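Human K18 P301L tau (15 uM unlabeled plus 0.24 uM Alexa 594-labeled, final) in 100 mM sodium acetate pH 7 was mixed with compound and 20 uM heparin and incubated 6 hr at 37 C.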
GAA inhib: inhibitors of human lysosomal alpha-glucosidase. purified human GAA, 4-MU-alpha-glucoside fluorescence. Potency, µM (series often up to 76.9 µM), without a hit: top-dose activity change, negative = inhibition, usual class: inhibitors. 0.005% of 200,000 active. AID 1466;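 further: plate controls were uninhibited enzyme wells for no effect and no-enzyme background for full effect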
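Enzyme (4 nM final) mixed with compound (up to 77 uM), then 4-MU-alpha-D-pyranoside (400 uM final) added; 20 min at room temperature, pH 5.0. Reaction stopped at pH 10, fluorescence read, AC50 derived by Hill fit.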
An asterisk follows results filed as active; ? = inconclusive; / = no result given; [ ] = dose if it differs, or a comment. The call rests on the fitted dose curve; in most records, active means well fitted curve in the direction sought with a large enough effect; inconclusive means small, poorly fitted or top-dose-only effect, or another doubt; inactive means no such curve, though single readings can be large; an effect the other way counts as inactive or inconclusive. Potency means the concentration at half of the fitted maximal effect.

no.	structure	GAA spleen mod	Tau fibril FP	HTT ATP protect	aGal spleen mod	Tau ThT inhib	GAA glycogen	Tau fluor counter	GAA inhib
1	CCOC(=O)Cn1nc(-c2ccccc2)c2cnc3ccc(OCC)cc3c21	/	-14%	/	/	?	16%[76.3 µM]	-16%	/
2	COc1ccc(NC(=O)c2cc(-c3ccco3)on2)cc1	-1%	2%	-32%[inhibitor]	-4%	-18%	9%	-13%	-4%
3	CN(C)CCCn1c(SCC(=O)Nc2nc(-c3cccc(Br)c3)cs2)nc2ccccc2c1=O	1%	-13%	11%[10 µM]	-1%	?	4%	-8%	/
4	COc1cccc(CC(=O)N2CCc3nc(COc4ccccc4)c4c(c3C2)CO[C@@H](C)C4)c1	-13%[17.4 µM]	-7%[11.6 µM]	16%[10 µM]	-1%[17.5 µM]	-5%[11.5 µM]	/	-4%[11.6 µM]	/
5	CC(C)c1ccc(-n2cnn(-c3ncccc3[N+](=O)[O-])c2=O)cc1	-3%	3%	-51%[inhibitor][10 µM]	4%	6%	3%	4%	7%
6	O=C(CCNS(=O)(=O)c1ccc2c(c1)CCC(=O)N2)Nc1ccc2c(c1)OCCO2	-4%	-9%	-51%[inhibitor]	-4%	-18%	-2%	-16%	1%
7	O=C(Nc1cccc(C(F)(F)F)c1)C1(c2ccccc2)CC1	3%	5%	2%[1.9 µM]	-1%	-7%	-5%	-8%	-1%
8	COC(=O)c1sc(NC(=O)c2ccc([N+](=O)[O-])o2)c(C#N)c1C	-9%	-5%	9%[10 µM]	-16%	/	2%	-17%	/
9	C=C[C@@]1(C)CC(=O)[C@@]2(O)[C@@]3(C)[C@@H](O)CCC(C)(C)[C@@H]3[C@H](OC(=O)CCN(C)C)[C@H](OC(C)=O)[C@@]2(C)O1	5%	2%	40µM*	2%	-10%	/	-11%	/
10	O=C(Nc1cccc2c1C(=O)NC2=O)c1ccccc1[N+](=O)[O-]	-1%	-3%	-8%[10 µM]	3%	-5%	3%	-7%	4%
11	COc1ccc(N(CC(O)Cn2nnc3ccccc32)S(=O)(=O)c2ccc(C)cc2)cc1 (stereo not drawn)	-3%	8%	-6%[10 µM]	4%	-1%	-11%	-2%	?
12	Cn1ncc(C#N)c1NC(=O)c1cc(-c2ccccc2Cl)on1	-1%	-13%	-31%	-2%	-7%	6%	-7%	2%
13	CCc1nnc(NS(=O)(=O)c2ccc(N3C(=O)C4CC=C(Cl)CC4C3=O)cc2)s1 (stereo not drawn)	4%	-2%	-45%[inhibitor]	-23%	-6%	9%	-9%	-3%
14	COc1cccc(C(=O)NCc2ccc3c(c2)cc(C)n3C)c1	-6%	0%	/	-10%	-14%	26%	-3%	1%
15	Cc1ccc(-c2[nH]c3cc(C(N)=O)ccc3c(=O)c2O)cc1	5%	3%	7%[10 µM]	6%	-2%	?	-8%	/
16	Cn1c2c(c(=O)n(C)c1=O)C(c1cc(Br)ccc1F)CC(=O)N2 (stereo not drawn)	/	3%	/	/	-6%	13%[76.3 µM]	-9%	/

3 compounds from above, ordered by their value in GAA spleen mod, smallest number first.
#	SMILES	GAA spleen mod	Tau fibril FP	aGal spleen mod	Tau ThT inhib	GAA glycogen	GAA inhib
10	O=C(Nc1cccc2c1C(=O)NC2=O)c1ccccc1[N+](=O)[O-]	-1%	-3%	3%	-5%	3%	4%
13	CCc1nnc(NS(=O)(=O)c2ccc(N3C(=O)C4CC=C(Cl)CC4C3=O)cc2)s1 (stereo not drawn)	4%	-2%	-23%	-6%	9%	-3%
9	C=C[C@@]1(C)CC(=O)[C@@]2(O)[C@@]3(C)[C@@H](O)CCC(C)(C)[C@@H]3[C@H](OC(=O)CCN(C)C)[C@H](OC(C)=O)[C@@]2(C)O1	5%	2%	2%	-10%	/	/

The listing picks up; the three compounds before the break are reprinted first.
no.	structure	GAA spleen mod	Tau fibril FP	HTT ATP protect	aGal spleen mod	Tau ThT inhib	GAA glycogen	Tau fluor counter	GAA inhib
14	COc1cccc(C(=O)NCc2ccc3c(c2)cc(C)n3C)c1	-6%	0%	/	-10%	-14%	26%	-3%	1%
15	Cc1ccc(-c2[nH]c3cc(C(N)=O)ccc3c(=O)c2O)cc1	5%	3%	7%[10 µM]	6%	-2%	?	-8%	/
16	Cn1c2c(c(=O)n(C)c1=O)C(c1cc(Br)ccc1F)CC(=O)N2 (stereo not drawn)	/	3%	/	/	-6%	13%[76.3 µM]	-9%	/
17	O=C(CN1C(=O)CCSc2ccccc21)Nc1ccccc1F	/	3%	/	/	4%	4%[76.3 µM]	-6%	/
18	Oc1ccc(-c2nc(-c3ccccc3)c(-c3ccc(Br)cc3)[nH]2)cc1	/	?	/	/	28µM*	7%[76.3 µM]	8.9µM*[quencher]	/
19	CS(=O)(=O)N1Cc2ccccc2CC1C(=O)OCC(=O)Nc1ccc2ccccc2c1 (stereo not drawn)	-1%	?	-9%	4%	-10%	-9%	?	?
20	Cc1cccc(C)c1NC(=O)CSC(=O)c1sc2ccccc2c1Cl	2%	-9%	8%[10 µM]	9%	?	-1%	-8%	/
21	O=C(Nc1sc2c(c1C(=O)O)CCC2)c1ccco1	5%	-4%	-60%[inhibitor]	3%	?	5%	-14%	-3%
22	COc1ccc(C(C(=O)NC2CCCC2)N(C(=O)c2snc(-c3ccc(F)cc3)c2N)c2ccc(OC)cc2)cc1 (stereo not drawn)	-5%	3%	-45%[inhibitor]	-8%	-9%	-5%	-13%	-1%
23	CC(C)CCN1CCN(Cc2cnc(N3CCCC3)s2)CC1CCO (stereo not drawn)	0%	3%	-25%	2%	-5%	8%	-1%	3%
24	O=C1CSC(c2cccc(F)c2)N1c1ccc(O)cc1 (stereo not drawn)	1%	10%	27%	1%	-2%	-3%	-3%	-1%
25	COc1ccc(-c2[nH]c(-c3ccccc3)nc2SCC(=O)NCc2ccco2)cc1OC	1%	16%	-16%	-2%	-19%	-19%	?	0%
26	O=C(NC(=O)c1ccccc1)Nc1ccc(-c2cc(C(F)(F)F)nn2-c2ccccc2)cc1	/	?	/	/	-5%	-3%[76.3 µM]	-10%	/
27	O=C(CSc1c2c(nc3cc(Cl)ccc13)CCCC2)NCc1ccccc1Cl	/	-1%	/	/	?	-8%[76.3 µM]	-24%	/
28	Cc1nn(CC(=O)Nc2ccccc2)c(=O)c2ccccc12	-2%	3%	-2%	0%	-1%	-4%	3%	-2%
29	Cc1cc(N/N=C2\CC(C)CC(C)(C)C2)nc2ccccc12 (stereo not drawn)	1%	-1%	-16%[10 µM]	3%	?	1%	-12%	5%
30	COc1ccc(NS(=O)(=O)c2cccc(NC(=O)NC3CCCCC3)c2)cc1	-1%	?	9%[10 µM]	-5%	2%	-6%	?	-1%
31	CCOCCc1nnc(NC(=O)CN2C(=O)c3ccccc3C2=O)s1	-3%	-10%	-7%[0.074 µM]	0%	20%	4%	3%	-3%
32	CCCn1c(SCC(=O)Nc2nonc2C)nnc1-c1ccoc1C	-3%	-4%	3%	-1%	0%	-5%	2%	-4%

33	Cc1ccc(S(=O)(=O)N/N=C\c2ccccc2OCc2ccccc2)cc1
34	COc1ccc(/C=C2/SC(=O)NC2=O)cc1
35	Cc1csc(SCC(=O)NC(C)c2ccccc2)n1 (stereo not drawn)
36	Cc1cc2n(n1)C(c1cccs1)Nc1ccccc1-2 (stereo not drawn)
37	Cc1ccc(Cn2ncc3c(N4CCN(CCc5ccccc5)CC4)ncnc32)cc1
38	CCOc1ccc(CCNc2nc3ccccc3n3cnnc23)cc1OCC

Screen / compound no. | 33 | 34 | 35 | 36 | 37 | 38
GAA spleen mod | -18% | -3% | -2% | -4% | 7% | -10%
Tau fibril FP | ? | 5% | -2% | -1% | -2% | 0%
HTT ATP protect | -85%[inhibitor] | 3%[10 µM] | -32%[inhibitor] | 1% | 11%[10 µM] | 12%[10 µM]
aGal spleen mod | -4% | 1% | 0% | -2% | -2% | 5%
Tau ThT inhib | -9% | -8% | -11% | -1% | -11% | -15%
GAA glycogen | -10% | -4% | -18% | -18% | 11% | -10%
Tau fluor counter | ? | -9% | -7% | -21% | -13% | -19%
GAA inhib | 9% | 8% | 3% | -7% | / | /

39	N#CCC(=O)N/N=C/c1ccccc1Cl
40	O=C(CSc1nc2ccccc2s1)N1c2ccccc2Sc2ccc(Cl)cc21
41	COC(=O)c1ccsc1NC(=O)C1=COCCO1
42	O=C(CCCNC(=O)/C(=C/c1ccccc1F)NC(=O)c1ccccc1)OCc1ccccc1
43	COc1ccc(Nc2c(-c3ccc(Cl)cc3)nc3cnccn23)cc1OC
44	CCCn1cnc2cc(NCc3cccc(OC)c3)ccc21

Screen / compound no. | 39 | 40 | 41 | 42 | 43 | 44
GAA spleen mod | 9% | -10% | -1% | -7% | / | 0%
Tau fibril FP | 12% | -6% | -3% | 2% | 8% | -4%
HTT ATP protect | 1%[10 µM] | 16% | -16% | -6%[10 µM] | / | -7%[10 µM]
aGal spleen mod | 5% | -15% | -12% | 0% | / | 9%
Tau ThT inhib | 5% | -1% | -11% | -1% | ? | -19%
GAA glycogen | -11% | -1% | -2% | 2% | ? | -18%
Tau fluor counter | -1% | -12% | -9% | 0% | ? | -13%
GAA inhib | 13% | -4% | 2%[15.4 µM] | -1% | / | -1%

45	Cc1ccc(CN2CCN(C(=O)C3CCCO3)CC2)cc1 (stereo not drawn)
46	CCOC(=O)c1sc(-c2ccc(OC)cc2)cc1N
47	COc1ccc(-c2nc3n(n2)C(c2ccc(OC)cc2)C(C(=O)Nc2cccnc2)=C(C)N3)cc1 (stereo not drawn)
48	CN(C(=O)c1cccnc1)c1nc(-c2ccccc2)cs1
49	CC(C(=O)NCCC1=CCCCC1)c1ccc([N+](=O)[O-])cc1 (stereo not drawn)
50	CN(C)S(=O)(=O)c1cccc(NC(=S)Nc2cccc3cnccc23)c1

Screen / compound no. | 45 | 46 | 47 | 48 | 49 | 50
GAA spleen mod | 6% | -5% | / | 5% | -2% | -2%
Tau fibril FP | 1% | 5% | 8% | -3% | -8% | ?
HTT ATP protect | -3%[0.074 µM] | -88%[inhibitor][0.074 µM] | / | -13% | -26% | -70%[inhibitor][10 µM]
aGal spleen mod | 3% | -9% | / | 0% | 8% | 8%
Tau ThT inhib | -7% | ? | -16% | -6% | -5% | ?
GAA glycogen | 3% | -4% | -3%[76.3 µM] | 2% | -6% | ?
Tau fluor counter | -7% | ? | -27% | -6% | -8% | -29%
GAA inhib | -4% | -7% | / | -2% | 13% | -9%
